# Pf Dd2 growth: qHTS Primary assay for Inhibitors of Plasmodium falciparum Dd2 growth in vitro. P. falciparum Dd2 growth, SYBR Green, 72 h. Potency, µM (highest dose often 28.9 µM), inactives show at the highest dose activity, negative = inhibition, hits mostly inhibitors. hit rate 4.3% among 120,000; active means well fitted inhibition curve with a large enough effect; inconclusive means small, poorly fitted or top-dose-only effect; inactive means no such curve, though single readings can be large or run the other way;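 further: plate controls were DMSO vehicle for no effect and reference drug for full effect; nearly all actives have a fitted effect of over 65% in size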
#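 Infected erythrocytes (Dd2, 0.3% parasitemia, 2.5% hematocrit final) are added to compound in RPMI-1640/Albumax II medium, grown 72 h at 37C in low oxygen, then lysed with saponin/Triton-X containing SYBR Green and read by fluorescence.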
# Active calls of the source: *; i = inactive; ? = inconclusive; [ ] = dose if it differs, or a comment. Potency means the concentration at half of the fitted maximal effect. Not all compounds are listed; the hit share may differ from the screen's.
SMILES,Pf Dd2 growth
O=C(NCc1nc(-c2cccc(F)c2)c(-c2ccccn2)[nH]1)C1CCOC1 (configuration not stated),-11.8%
CCc1cccc(CC)c1NC(=O)CCS(=O)(=O)c1ccc(Br)cc1,30.3%[activator]
O=C1CCC(C(=O)NC(CCn2cncn2)c2ccccc2)=NN1 (configuration not stated),3.0%
O=C(CCC1CCCC1)NCc1nnc2cc(-c3nc(C4CC4)no3)ccn12,?
Cn1cnc(S(=O)(=O)N2CCCC(C(=O)NC3CCCCC3)CCNC(=O)CC2)c1 (configuration not stated),?
Cc1cccc(C(=O)N2C[C@@H](CO)[C@H](c3nc(C4CC4)no3)C2)n1,5.2%
O=c1cc(N2CCOCC2)oc2c(Nc3ccccn3)nccc12,i
O=C(c1ccccc1Cl)N1c2ncnn2C2(CCCCC2)[C@@H]2CCCC[C@@H]21,?
COCCNC(=O)[C@@H]1C[C@H](Oc2ccccc2)CN1C(=O)c1cnccn1,8.0%
CN(C)C(=O)c1ccnc(-c2nnc3ccc(Nc4ccc(F)c(Cl)c4)nn23)c1,?
CCOc1ccc(NC(=O)c2ccc(CN3C(=O)C(C)=C(c4ccc(C)cc4)S3(=O)=O)cc2)cc1,i
COCc1noc([C@@H]2CC(F)(F)CN2C(=O)C(C)C)n1,50.6%[activator]
CCOc1ccc(CN2CCc3nc(N(C)C)[nH]c(=O)c3CC2)cc1OC,-17.6%[5.79 µM]
COc1ccc(NC(=O)CSc2nnc(NC(=O)Nc3ccccc3)s2)c(OC)c1,i
CCOC(=O)C1=C(C)N=C2SC=C(CC(=O)N3CCOCC3)N2C1c1cccc([N+](=O)[O-])c1 (configuration not stated),i
CCOc1ccc(C(=O)NCCc2csc(-c3ccc(C(F)(F)F)cc3)n2)cc1OCC,24.5%
CC#CCn1cc2c3c(cccc31)[C@H](CC(C)C)N[C@H](C(=O)NCCN(C)C)C2,?
CCN1CCN(CCCN2CC3(CCN(C(=O)C4CCOC4)CC3)OC2=O)CC1 (configuration not stated),-4.9%
COc1ccc(CC(=O)NCc2ccc3c(c2)CCN3C(C)=O)cc1,i
O=C(c1nc(-c2ccccc2)c2ccccn12)N1CCCC1,?
Clc1cc(NC2CCCCC2)n2nccc2n1,-9.1%[44.1 µM]
COc1ccc(OC2CCN(C(=O)C3CC3)CC2)c(C(=O)NCCCN2CCOCC2)c1,-1.7%
CCNC(=O)N(C1CC1)C1CCOC2(CCN(C(=O)c3cccc4nccnc34)CC2)C1 (configuration not stated),23.8%
COc1ccc(C(=O)c2oc3ccccc3c2NC(=O)c2cccc(OC)c2)cc1,i
CCSc1ncc(Cl)c(C(=O)Nc2ccc(S(=O)(=O)Nc3ncccn3)cc2)n1,115.4%[activator]
Cc1cccc(CNC(=O)Cn2nc(C)c3nn(-c4ccc(Cl)cc4)c(C)c3c2=O)c1,?
CCn1ncc(N2CCCC(CC(=O)N(C)Cc3ccccc3)C2)cc1=O (configuration not stated),i
CN1CCC(N2C[C@@H](CO)[C@H](c3nc(-c4ccncc4)no3)C2)CC1,27.5%
CCCN(CCC)C(=O)CSc1nnc2cc(C)c3ccccc3n12,?
O=C([C@@H]1C[C@H](Oc2ccccc2)CN1C(=O)c1ccc2ccccc2n1)N1CCOCC1,2.0%
COc1ccc(N(CC(=O)Nc2cc(Cl)ccc2C)S(=O)(=O)c2c(C)noc2C)cc1,i
O=C(C1CC1)N1CCc2cc(Br)cc(S(=O)(=O)N3CCN(c4cccc(C(F)(F)F)c4)CC3)c21,?
Cn1c(=O)[nH]cc(CC(=O)N2C[C@H](C3CC3)[C@@H](N)C2)c1=O,-5.9%
COc1ccccc1CC(=O)N1CCCc2ncc(C(=O)Nc3cccc(F)c3)cc21,-3.1%[44.1 µM]
O=C(NC[C@H]1OC[C@@H](NCc2ncc[nH]2)[C@@H]1O)C1CCCC1,-2.0%[44.1 µM]
COc1ccc(C)cc1NC(=O)CN1C(=O)NC2(CCCCC2)C1=O,-17.0%
CSCC[C@@H]1NC(=O)c2cc(NC(=O)Cn3ccc4ccccc43)ccc2NC1=O,?
O=C(c1cccc(Cl)c1)N1CCC2(CC1)Cc1ccccc1NC2=O,i
Cc1nocc1C(=O)N1C[C@@H](CO)[C@H](c2ccccn2)C1,7.3%
C=CCNC(=O)Nc1nc2c(s1)C[C@]1(C)CC[C@@H]3[C@H](OC(=O)[C@H]3C)[C@H]1[C@@H]2C,?
CCCn1c(C)cnc1C1CCN(S(=O)(=O)c2cn(C)cn2)C1 (configuration not stated),12.3%
O=C1NC2(CN(Cc3ccc(OC(F)(F)F)cc3)C2)Oc2ccccc21,-11.2%
O=C(N[C@H]1CCN2C(=O)c3ccccc3NC(=O)[C@H]12)c1cccs1,-0.4%[44.1 µM]
COc1ccc(CC(=O)N[C@H](C)c2c(-c3ccc(F)cc3)noc2C(=O)O)cc1,13.3%[44.1 µM]
O=C(CN1CCCCCC1)N1C[C@@H](CO)[C@H](c2ccncc2)C1,29.0%
COc1ccc(-c2nc(Cn3c(SCc4cccc(C(F)(F)F)c4)nc4cccnc43)c(C)o2)cc1OC,-17.9%
CCCC(=O)NCCc1noc(-c2ccccc2)n1,?
O=c1ncn(CC2CC2)c2ccc(-c3ccc(Cl)cc3)nc12,?
COc1ccc(-c2noc(-c3nc(-c4ccc(N(C)C)cc4)no3)n2)cc1OC,-4.8%
COc1ccccc1NC(=O)c1cc2c([nH]c1=O)CC(C)(C)CC2=O,-5.0%
COc1ccc(CNC(=O)Cc2csc3nc(-c4ccc(C)cc4)cn23)cc1,?
COc1ccc(Cl)cc1-c1ccc2c(c1)C(=O)N1CCN(C(=O)CSC)C[C@@H]1C(=O)N2,-8.0%
CCOC(=O)C1(Cc2ccc(Cl)cc2)CCN(C(=O)c2cc(C)oc2C)CC1,?
c1ccc(Nc2cc3c(cn2)NCCN(Cc2cccs2)C3)cc1,-24.0%[44.1 µM]
O=C(Cn1cccc1-c1nc(-c2ccccc2)no1)N1CCN(c2ccccc2F)CC1,7.94µM*
C[C@]1(CO)[C@H]2Cc3sc(NC(=O)c4cccs4)nc3[C@@H](CC(=O)O)[C@]2(C)CC[C@H]1O,i
NC(=O)c1cc2c(nc1N1CCC3(CCCN(CC4CCC4)C3)C1)CCC2 (configuration not stated),?
CN(Cc1ccccc1)C(=O)c1cccc2c1CCN2C(=O)Nc1ccccc1,6.31µM*
COC(=O)c1cc2occc2n1Cc1nc(-c2ccccc2)oc1C,i
Cn1nc(C(=O)N2CCN(c3cccc(Cl)c3)CC2)c2c1-c1ccccc1S(=O)(=O)C2,3.2%
# (further entries)
SMILES,Pf Dd2 growth
COc1ccc(NC(=O)[C@@H]2C[C@@H](c3ccc(F)cc3)N([S+](=O)([O-])c3ccccc3)C2)c(C)c1,?
CCC(C)NC(=O)C1COC2(CCN(C(=O)CC(C)(C)C)CC2)N1C(=O)c1cccc(OC)c1 (configuration not stated),-22.2%
COCCC(=O)N1CCC2(CC1)NCCc1c2[nH]c2ccc(OC)cc12,-19.0%
CC(C)CN(CCNC(=O)c1cn(C)c2ccc(S(=O)(=O)N3CCOCC3)cc2c1=O)CC(C)C,i
Clc1cc(NC2CCOCC2)n2nccc2n1,i
COc1cc(OC)c(NC(=O)C(C)n2nc(-c3ccc(C)c(C)c3)ccc2=O)cc1Cl (configuration not stated),?
COc1ccc(OC)c(NC(=O)Cc2coc3ccc(C(C)C)cc23)c1,0.3%
NC(=O)CSc1oc(-c2ccco2)nc1S(=O)(=O)c1ccc(Cl)cc1,i
COc1ccc(Cn2c3c(c(=O)n2Cc2ccccc2)CCN(C(=O)C2CCOCC2)C3)cc1,-10.0%
O=C(Cc1c(F)cccc1Cl)NC1CCc2n[nH]c(=O)n2CC1 (configuration not stated),6.5%
Cc1nc2cccnc2n1CC1CCCN(C(=O)Nc2ccc3c(c2)OCCO3)C1 (configuration not stated),i
Cc1oc2c(c1C(=O)N1CC(C)(C)C(C)(O)C1)C(=O)CCC2 (configuration not stated),0.5%
CC(C)c1ccc(NC(=O)c2cccc3c2C(=O)N(C2CCCCC2)C3)cc1,?
COCc1nc(C2CCCN(C(=O)c3ccc(OC)cc3OC)C2)no1 (configuration not stated),69.3%[activator]
CC1CCN(S(=O)(=O)c2cc(C(=O)N3CCN(c4cccc(Cl)c4)CC3)n(C)c2)CC1,?
O=C(CN1C(=O)CNC1=O)N[C@H](c1ccc2c(c1)CCO2)C1CC(O)C1 (some centres not stated),1.1%
O=C(C1CC1)N1CCc2cc(Br)cc(S(=O)(=O)Nc3ccc(C(F)(F)F)cc3)c21,12.4%
Cc1ccc(Cl)cc1N1CCN(C(=O)c2cccn2-c2nnc(N3CCCC3)s2)CC1,?
CCOC(=O)c1cc(-c2ccccc2)n(CC(=O)Nc2ccc(CC)cc2)c1C,i
CCOCCCNC(=O)c1ccc2nc(CCc3ccccc3)oc2c1,2.5%
CCn1cc(-c2ccc(F)cc2)cc1C(=O)NCCOC,i
Cc1nc(C2CCCN(C(=O)CNC(N)=O)C2)cc(N2CCCC2)n1 (configuration not stated),0.9%
CCn1ccc2cc(S(=O)(=O)N3CCC(C(=O)NCc4cccc(Cl)c4)CC3)ccc21,11.0%
CCOc1ccc(-n2c(SCC(=O)N3CCOCC3)nc3c([nH]c4ccccc43)c2=O)cc1,-2.7%
Cc1ccc(OCC(=O)Nc2ccccc2C(=O)OCc2cc(=O)n3nc(C4CC4)sc3n2)cc1,8.3%
CCCN1CCc2[nH]cnc2C12CCN(Cc1ccc(C3CCCCO3)o1)CC2 (configuration not stated),-9.5%
COc1ccc(OCc2nc(C3CN(C(=O)C4(c5ccc(OC)cc5)CC4)C3)no2)cc1,?
COc1cccc(-c2cc3c(=O)n(CCNC(=O)c4ccoc4)ccn3n2)c1,-5.7%
CN(Cc1ccccc1)Cc1cc(C[C@H]2CNCC[C@H]2CC(=O)NCc2cccs2)no1,?
Cc1cc(C)cc(-n2cnc3cc(C(=O)NCCc4ccccc4)ccc32)c1,9.5%
CC(C)c1cc(NCc2cccnc2-n2cncn2)n2nccc2n1,-5.3%
COc1ccc(N2CC3CCC(C2)N3Cc2ccc(-c3ccccc3)cc2)cc1,8.9%
C#CCN(C)C[C@@H]1C=C(C)[C@H](Cc2nnc(-c3ccc(C)cc3)o2)C[C@H]1C(C)C,-10.7%[44.1 µM]
COc1cc2c(cc1OCc1ccccc1)NC(=O)C21CCN(c2ncc(F)cn2)CC1,?
CCOc1ccc(CCNC(=O)Cc2ccc(NC(=O)N3CCSc4ncccc43)cc2)cc1,i
COc1ccc(NC(=O)N2[C@H]3CC[C@@H]2c2cnc(C)nc2C3)cc1F,20.3%
COc1ccccc1C(=O)NCCC1CCN(C(=O)Nc2ccccc2C)CC1,-3.3%
CCc1noc(-c2cn(C3CCN(C(=O)c4ccoc4)CC3)nn2)n1,21.2%
CCC(C(=O)NC1CCCCC1)n1c(SCc2cccc(C)c2)nc2ccncc21 (configuration not stated),-30.0%
O=C(O)c1ccc(C2CCCN(C(=O)c3cccc4cccnc34)C2)cc1 (configuration not stated),4.2%

# Three neighbouring records out of the list so far:
SMILES,Pf Dd2 growth
CCn1cc(-c2ccc(F)cc2)cc1C(=O)NCCOC,i
Cc1nc(C2CCCN(C(=O)CNC(N)=O)C2)cc(N2CCCC2)n1 (configuration not stated),0.9%
CCn1ccc2cc(S(=O)(=O)N3CCC(C(=O)NCc4cccc(Cl)c4)CC3)ccc21,11.0%

# 7 compounds picked at random from those above, as already listed:
SMILES,Pf Dd2 growth
Cc1ccc(Cl)cc1N1CCN(C(=O)c2cccn2-c2nnc(N3CCCC3)s2)CC1,?
O=C(NCc1nc(-c2cccc(F)c2)c(-c2ccccn2)[nH]1)C1CCOC1 (configuration not stated),-11.8%
CCSc1ncc(Cl)c(C(=O)Nc2ccc(S(=O)(=O)Nc3ncccn3)cc2)n1,115.4%[activator]
CN1CCC(N2C[C@@H](CO)[C@H](c3nc(-c4ccncc4)no3)C2)CC1,27.5%
O=C(C1CC1)N1CCc2cc(Br)cc(S(=O)(=O)N3CCN(c4cccc(C(F)(F)F)c4)CC3)c21,?
COc1cccc(-c2cc3c(=O)n(CCNC(=O)c4ccoc4)ccn3n2)c1,-5.7%
CCCN1CCc2[nH]cnc2C12CCN(Cc1ccc(C3CCCCO3)o1)CC2 (configuration not stated),-9.5%

# (cont.)
SMILES,Pf Dd2 growth
CN(Cc1ccon1)C(=O)c1ccc2c(c1)[nH]c(=O)n2C1CCC(O)CC1 (configuration not stated),-4.2%
COCCNC(=O)[C@@H]1C[C@H](Oc2ccccc2)CN1C(=O)CCc1nc2ccccc2[nH]1,8.4%
O=C(NCc1cccnc1)C1CCC(=O)N1C1CCN(C(=O)c2ccc(F)cc2)CC1 (configuration not stated),5.0%
O=S(=O)(c1cccc2c1OCCO2)N1CCCn2nc(CO)cc2C1,-19.9%
Cc1nc(-c2cnccn2)n(CC(=O)Nc2ccc(F)c(Cl)c2)c(=O)c1C,-27.8%
O=C(NC1CCCCC1)[C@H]1O[C@H](CCN2CCN(c3ccccn3)CC2)CC[C@@H]1O,?
Cc1cccc(C(=O)N2C(C(=O)NCC(C)C)COC23CCN(C(=O)C(C)(C)C)CC3)c1 (configuration not stated),-24.5%
Cc1ccc(C2Cn3nnc(-c4noc(-c5ccc(C)s5)n4)c3CO2)cc1 (configuration not stated),3.3%
CSCc1noc(CNC(=O)CC(c2ccccc2)c2ccccc2Cl)n1 (configuration not stated),-3.3%
c1ccc(CO[C@H]2COCCN(c3nc4ccccc4s3)C2)cc1,0.1%[44.1 µM]
Cc1nnsc1C(=O)Oc1ccc(C#N)cc1,-0.4%
CCOC(=O)N1CCC(NC(=O)c2cn(CC3CCCNC3)nn2)CC1 (configuration not stated),-4.1%
Cc1cn2nc(C(=O)N3CCC(NC(=O)c4ccc(C#N)cc4)CC3)cc2c(=O)[nH]1,-37.5%
O=C(CCC1CCCC1)NC1CCN(c2cn[nH]c(=O)c2)CC1,0.5%
Cn1cnc2cc(-c3ccccc3)cc(C(=O)NCc3cccnc3)c21,?
COc1ccc(C(=O)N2CCCC(c3nn(C)c(=O)n3-c3ccccc3)C2)cn1 (configuration not stated),3.6%
